Bioassay records from PubChem BioAssay.
PTHR1 agonist: qHTS for PTHR1 Agonists: Primary Screen. Parathyroid hormone/parathyroid hormone-related peptide receptor (Homo sapiens), Q03431. Potency, µM (highest dose often 115 µM), for the others: at the highest dose activation, most hits filed as activators. 410,000 tested, 0.075% active. HEK293 GP2 PTHR1 cells, GloSensor cAMP luminescence, 1 h. AID 743266, 2014; note: potency is the fitted concentration of half-maximal effect; nearly all actives have a fitted effect of over 55% in size; some results filed as inactive show a strong effect at the top dose; inactives centre near -15; many of its hits are not listed in these tables
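HEK-293-derived GP2 cells expressing PTHR1 and a GloSensor cAMP reporter, 3,000/well, plated overnight, given luciferin plus IBMX (each 0.5 mM as added) for 1 h at 37 °C, then compound for 1 h at 37 °C. Luminescence was read after 15 min at room temperature.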
GLP-1R agonist: qHTS of GLP-1 Receptor Agonists | Glucagon-like peptide 1 receptor (Homo sapiens), P43220 | HEK293 GLP-1R CRE-luciferase, luminescence, 4-6 h; cells express a hypersensitive GLP-1R form | Potency, µM (series often up to 45.6 µM), inactives show at the top dose activation, hits mostly activators | 380,000 tested, 0.007% active | AID 624172, 2012; note: potency is the fitted concentration of half-maximal effect; % of control where 0% means no effect
Target sequence (P43220 whole entry, looked up): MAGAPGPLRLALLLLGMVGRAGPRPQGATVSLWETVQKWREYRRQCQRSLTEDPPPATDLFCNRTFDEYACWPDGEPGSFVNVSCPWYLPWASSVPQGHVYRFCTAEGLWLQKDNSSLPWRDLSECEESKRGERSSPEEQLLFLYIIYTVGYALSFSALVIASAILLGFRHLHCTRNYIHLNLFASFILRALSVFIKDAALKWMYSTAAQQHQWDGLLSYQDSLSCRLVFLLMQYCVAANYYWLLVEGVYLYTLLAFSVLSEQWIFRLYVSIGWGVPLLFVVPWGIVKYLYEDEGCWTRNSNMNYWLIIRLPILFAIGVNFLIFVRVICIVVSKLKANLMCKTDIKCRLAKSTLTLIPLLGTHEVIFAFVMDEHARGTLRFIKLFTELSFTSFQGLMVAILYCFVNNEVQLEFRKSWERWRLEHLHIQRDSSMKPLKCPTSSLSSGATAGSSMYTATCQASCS
GLP-1R inv ag: qHTS of GLP-1 Receptor Inverse Agonists (Inhibition Mode); HEK293 GLP-1R CRE-luciferase, luminescence, 24 h; GLP-1R form is constitutively active; Potency, µM (doses to about 38.3 µM), for inactives: top-dose activity change, negative = inhibition, most hits filed as inhibitors; 410,000 tested, 1.6% active; AID 624417, 2012; note: potency is the fitted concentration of half-maximal effect; % is set by controls: 0 for no effect and ±100 for the full control effect; nearly all actives have a fitted effect of over 55% in size
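qHTS in 1536-well format: reporter HEK293 cells expressing constitutive GLP-1R activity in DMEM + 10% Nu serum, 24 hr with compounds at 37 deg C, luminescence read after 12 min with detection reagent.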
D3 antag: qHTS of D3 Dopamine Receptor Antagonist: qHTS; D3R cells, DiscoveRx beta-arrestin luminescence, antagonist mode; stronger effect = lower value; 360,000 tested, 2.5% active; D(3) dopamine receptor (Homo sapiens), P35462; AID 652054, 2013; max response, negative = inhibition, %; in the data active = max response below about -50%; inconclusive = no clear call, values can overlap the other calls; note: % is set by controls: 0 for no effect and ±100 for the full control effect; mostly tested at two doses, the higher about 12 µM
Target sequence (P35462 whole entry, looked up): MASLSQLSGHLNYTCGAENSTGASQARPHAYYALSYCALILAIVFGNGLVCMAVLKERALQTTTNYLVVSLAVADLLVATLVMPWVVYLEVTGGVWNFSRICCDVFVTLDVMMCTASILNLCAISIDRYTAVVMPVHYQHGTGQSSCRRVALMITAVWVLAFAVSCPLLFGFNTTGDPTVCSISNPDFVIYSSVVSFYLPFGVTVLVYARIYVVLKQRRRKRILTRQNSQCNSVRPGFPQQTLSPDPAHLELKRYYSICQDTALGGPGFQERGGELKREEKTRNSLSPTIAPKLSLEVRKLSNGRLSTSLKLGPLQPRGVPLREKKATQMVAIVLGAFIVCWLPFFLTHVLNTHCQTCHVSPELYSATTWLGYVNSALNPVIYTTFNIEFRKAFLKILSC
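Cells plated overnight at 1500 cells/well, then exposed to library compounds with dopamine controls for 90 minutes at 37 degrees C. DiscoveRx reagent added for 30–60 minutes at room temperature; luminescence read, quantitative HTS format.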
Akt phos inh: HTS Assay for Inhibitors of Akt Phophorylation: Primary Screen | 360,000 tested, 0.32% active | AID 651550, 2012 | Neuro2A IGF-stimulated pAkt S473 HTRF, 20 min; stronger effect = lower value | activity change, % for hits at 50 µM; in the data active = activity change below about -80%; inconclusive = mostly about -51% to -80%; note: % is set by controls: 0 for no effect and ±100 for the full control effect
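Neuro2A cells (4,500/well, DMEM with 0.5% FBS) were treated with compound at a single 50 µM final concentration, stimulated with 6 nM IGF for 20 min at 37 °C, and lysed. Phospho-Akt Ser473 was read by HTRF as 665/615 ratio ×10^4.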
TDP43 rescue: qHTS of TDP-43 Inhibitors; AID 652104, 2013; Potency, µM (series often up to 46.1 µM), inactives show at the highest dose growth rescue (activation), usual class: activators; TDP-43 expressing yeast growth rescue, BacTiter-Glo, 24 h; 410,000 tested, 1.8% active; note: potency is the fitted concentration of half-maximal effect; % of control where 0% means no effect; nearly all actives have a fitted effect of over 50% in size
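Yeast expressing TDP-43 (pregrown in raffinose, seeded at OD600=0.02 in galactose medium) exposed to compounds 24 hr at 30 deg C. Growth read by BacTiter-Glo luminescence; rescue of toxicity appears as increased signal.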
aSyn yeast inh: qHTS of alpha-syn Inhibitors | Yeast expressing alpha-synuclein, growth rescue, BacTiter-Glo, 24 h | Potency, µM (highest dose often 46.1 µM), for inactives: top-dose growth rescue (activation), usual class: activators | 370,000 tested, 0.14% active; note: potency is the fitted concentration of half-maximal effect; % of control where 0% means no effect; nearly all actives have a fitted effect of over 65% in size
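Rescue of yeast growth: cells expressing toxic alpha-synuclein, induced in galactose at OD600 0.02, incubated with compound 24 h at 30 C. ATP luminescence quantified growth; inhibitors of toxicity appear as activators.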
FUS yeast rescue: qHTS for Suppressors of FUS Proteinopathy: Primary screen using FUS-linked yeast assay | S. cerevisiae FUS-expressing, growth rescue, OD600, 24 h | Potency, µM (top dose mostly 76.6 µM), for the others: at the highest dose growth rescue (activation), hits mostly activators | 390,000 tested, 0.24% active | AID 1347120, 2019;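 note: potency is the fitted concentration of half-maximal effect; plate controls were DMSO vehicle for no effect and reference control for full effect; nearly all actives have a fitted effect of over 55% in size; some results filed as inactive show a strong effect at the top dose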
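Steps: raffinose overnight preculture; dilution to OD 0.005 in 2% galactose minimal medium; compound addition (concentration series); 24hr at 30C, 99% humidity; absorbance read at 600 nm.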
Abeta rescue: qHTS for compounds that reverse cellular toxicity of Amyloid beta (A-beta) peptide in yeast: Primary Screen. 410,000 tested, 0.063% active. Potency, µM (highest dose often 46.1 µM), without a hit: at the highest dose growth rescue, actives largely listed as activators. AID 1347071, 2019. yeast expressing A-beta42, growth rescue, OD600, 48 h; response scale: 0% DMSO, 100% iron-clioquinol control; note: potency is the fitted concentration of half-maximal effect; nearly all actives have a fitted effect of over 55% in size
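Yeast growth medium received pinned compounds, then yeast cells expressing toxic A-beta were added; plates incubated at 30 C for 48 hr. Growth read as absorbance at 600 nm, normalized to DMSO and equimolar FeCl3 plus clioquinol controls.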
Active calls of the source: *; i = inactive; u = inconclusive; x = no result given; & = joins results of further samples; [ ] = another dose, or the depositor's remark. Unless noted, calls come from the whole dose curve; as a rule, active = well fitted curve in the direction sought with a large enough effect; inconclusive = small, poorly fitted or top-dose-only effect, or another doubt; inactive = no such curve, though single readings can be large; an effect the other way counts as inactive or inconclusive.

Compound	PTHR1 agonist	GLP-1R agonist	GLP-1R inv ag	D3 antag	Akt phos inh	TDP43 rescue	aSyn yeast inh	FUS yeast rescue	Abeta rescue
CC(C)C(NC(=O)CN1C(=O)c2cccc3cccc1c23)C(C)C	i	6%	-27%	-20	i	15%	0%	-6%	-4%
Cc1ccc(S(=O)(=O)N(C)C)cc1NC(=O)C(C)OC(=O)C1CCCC1 (stereo not given)	i	7%	0%	21	i	9%	0%	7%	6%
CCN(C(=O)COC(=O)COc1ccccc1Cl)c1c(N)n(Cc2ccccc2)c(=O)[nH]c1=O	-5%	-3%	-2%	9	i	7%	0%	11%	-7%
COc1ccccc1OCc1ccc(C(=O)OCC2CCCO2)o1 (stereo not given)	-15%[57.5 µM]	10%	-2%	-4	-119%*	3%	-2%	3%	1%
O=C(CN1CCN(Cc2ccccc2)CC1)Nc1cccc(Br)c1	i	13%	u	-25	i	-8%	5%	15%	11%
CC(C)(C)OC(=O)N1CCC(c2c(C(=O)N3CCN(c4ccccc4F)CC3)cnn2C(C)(C)C)CC1	-9%	x	12%	x	x	u	x	12%	6%
COCCCOc1ccnc(CS(=O)c2nc3ccccc3[nH]2)c1C (stereo not given)	-22%	0%&-2%	0%	0	i	5%	4%	-17%	-42%[inhibitor]
COc1ccc(-c2c3c(=O)n(C)c(=O)n(C)c3cn2Cc2cccnc2)cc1	i	6%	32%[activator]	-16	i	-24%	-10%	7%	-7%
O=C(Cn1nnc(-c2ccccc2F)n1)NCc1ccco1	i	6%	8%	3	i	2%	-5%	2%	-7%
COc1ccc2nc(N(Cc3cccnc3)C(=O)COc3ccccc3)sc2c1	-31%[inhibitor]	x	9%	x	x	16µM*	x	8%	-3%
O=c1[nH]c(=S)[nH]c(O)c1/C=C1\C=Nc2ccccc21	-6%	-22%	1%	-5	i	-12%	0%	18%	-2%
COc1cc(/C=N/NC(=O)COc2ccc(C)cc2)ccc1OC(=O)c1cccs1	-12%	2%	-33%	0	i	u	1%	u	u
CCOC(=O)c1cccc(NC(=O)/C=C/c2ccc3c(c2)OCO3)c1	-53%[inhibitor]	-4%	u	-5	i	23%	-6%	x	-18%
Cc1ccc2c(c1)N(CC(=O)N1CCCCCC1)C(=O)CO2	-24%	-18%	6%	-21	i	-6%	1%	9%	-20%
O=C(c1ccc(Cl)s1)N1CCc2ccccc21	-11%[57.5 µM]	-3%	u	8	x	-8%	-5%	2%	-6%
CCOC(=O)C1(CC2CC2)CCN(Cc2ccc3cccc(F)c3n2)CC1	-32%[inhibitor]	1%	u	-96*	i	18%	0%	-33%	7%
O=C(CSc1nnc(CNC(=O)c2c(F)cccc2Cl)o1)Nc1ccccc1	-14%	-1%	3%	5	i	4%	-1%	15%	0%
CCC(C)c1ccccc1N1CC(C(=O)NCCC2=CCCCC2)CC1=O (stereo not given)	-16%	1%	u	-23	i	19%	u	x	4%
CCOC(=O)C1(C)NC(c2cc(OC)c(OC)c(OC)c2)C2C(=O)N(CC)C(=O)C21 (stereo not given)	-14%[57.5 µM]	-2%	6%	2	i	9%	-6%	13%	-5%
COc1cccc(-c2cnc3c(NC=O)cc(-c4ccc(N(C)C)cc4)cn23)c1	-15%	u	-16%	2	i	20µM*	-9%	u	-10%
Cc1ccccc1NC(=O)C1Cc2ccccc2CN1C(=O)c1ccco1 (stereo not given)	i	11%	8%	-1	i	13%	1%	15%	13%
CCOC(=O)N1CCN(C(=O)c2ccc(C#CC3(O)CCCCC3)cc2)CC1	i	-2%	u	31	i	18%	4%	26%	u
COC(=O)c1ccc(C(=O)OC)c(NC(=O)c2c(-c3ccccc3)c(-c3ccccc3)nn(C)c2=O)c1	-14%	x	14%	x	x	20%	x	24%	1%
Cc1cc(C)c(/C=C/c2onc(C)c2S(=O)(=O)N2CCC(C(=O)N3CCN(c4ccccc4)CC3)CC2)c(C)c1	i	x	1%	x	x	7%	x	-8%	6%
Cc1ccc(C)c(N2CCN(C(=O)c3cc(S(=O)(=O)N4CCCC4)cn3C)CC2)c1	-19%	-1%	11%&1%	-14	i	-21%&17%	-3%	14%&-21%	-7%&14%
CCOC(=O)N1CCN(S(=O)(=O)N2CCCC(C(=O)NCc3ccc(OC)cc3)C2)CC1 (stereo not given)	i	15%	-1%	-2	i	5%	0%	9%	-9%
COc1ccccc1CNC(=O)c1cc(C2CC2)nc2c1cnn2C(C)C	-19%	2%	u	-28	i	u	7%	x	-13%
CCCN(C)C[C@H]1Oc2cc(C#Cc3ccc(F)cc3)ccc2S(=O)(=O)N([C@H](C)CO)C[C@@H]1C	-1%	0%	u	8	i	1%	1%	27%	10%
C=CCN1C(=NC(=O)COc2ccc(Cl)cc2)SC2CS(=O)(=O)CC21 (stereo not given)	0%	-4%	-18%	-2	i	-18%	1%	27%	3%
CC1=C(C(=O)OCCCCCl)C(c2cc3c(cc2Br)OCO3)NC(=O)N1 (stereo not given)	-26%	8%	0%	-1	i	-7%	-1%	-2%	-21%
COc1ccc(CNC(=O)COC(=O)c2ccc3ccccc3n2)cc1	i	-2%	8%	36	i	22%	-5%	x	23%
CCOC(=O)CSc1ccc2nnc(-c3ccccc3)n2n1	i	-4%	9%	17	i	23%	-6%	-2%	-5%
Cc1ccc(CN2CCC(CNC(=O)c3ccc(NC(=O)C4=CSCCO4)cc3)CC2)cc1	-18%	-8%	u	4	i	6%	5%	u	x
COc1ccc(NC(=O)CCN2C(=O)NC3(CCCC3)C2=O)cc1Cl	-16%	1%	2%	1	i	6%	-4%	-18%	-11%
COCCCn1c(SCC(=O)NC2CCCC2)nnc1-c1ccccc1	-72%[inhibitor]	1%	11%	13	i	-6%	-4%	7%	-9%
Cc1ccccc1NC(=O)c1cc(S(=O)(=O)N2CCOCC2)ccc1F	i	-1%	4%	14	i	-15%	0%	36%	-30%
O=C1c2ccccc2-c2nc3ccccc3n21	-6%&-35%	1%&-17%	0%&25%	-9&21	i	-29%&-5%	-11%&-3%	17%	-9%&4%
CCc1ccc(NC(=O)CCNS(=O)(=O)c2ccc3c(c2)oc(=O)n3C)cc1	i	x	10%	x	x	23%	x	3%	6%
O=C(CSc1nnc2n(C3CCCC3)c(=O)c3ccccc3n12)N1CCCCCC1	-8%[57.5 µM]	-9%	27%	15	i	-20%	-2%	37%	-7%
Cc1ccc(Cn2c(C)c3cnn(CC(=O)O)c(=O)c3c2C)cc1	i	x	7%	x	x	11%	x	5%	-11%
COCCNc1nc(Nc2ccccc2Cl)c2sccc2n1	i	u	-22%	0	i	12%	-1%	-14%	2%
CCCNC(=O)C1CCC(Cn2c(=O)c3sccc3n(CC(=O)N3CCCC(C)C3)c2=O)CC1 (stereo not given)	-3%	x	-5%	x	x	17%	x	-15%	-15%
COc1ccc(OC)c(-c2csc(-c3c(N)c(C(=O)c4ccc(Cl)cc4)n4ccccc34)n2)c1	i	x	15%	x	x	15%	x	-19%	-2%
CC(C)(C)NC(=O)CC1C[C@H](C(=O)N2CCOCC2)[C@@]2(CCC3CCCC3)c3[nH]c4ccccc4c3CCN2C1=O (stereo not given in full)	-17%	5%	-23%	4	i	3%	2%	u	6%
CCOC(=O)C1=C(C)N(CCO)C(=O)NC1c1ccccc1 (stereo not given)	i	0%	5%	-26	i	-17%	-15%	35%	-1%
Cc1ccc(CN2CCN(Cc3c(C)nn(-c4ccc(F)cc4)c3C)CC2CCO)o1 (stereo not given)	i	-2%	u	-10	i	3%	1%	-3%	-5%
O=C(COC(=O)C1CCN(c2ccc(C(F)(F)F)cn2)CC1)NCc1cccc(Cl)c1	i	-3%	18%	15	i	u	-19%	31%	26%
CCOc1ccc(CCNC(=O)C2CCN(S(=O)(=O)N3CCC(C)CC3)CC2)cc1OCC	-17%	8%	2%	-22	i	-5%	-6%	x	-12%
CN(C)C(=O)c1ccc(NC(=O)c2cc(-c3ccco3)nc3ccccc23)cc1	-24%	-2%	-16%	15	i	-14%	7%	57%	6%
COCC(=O)N(C)[C@H]1C[C@H]2c3[nH]c4ccccc4c3CCN2C(=O)[C@H]1[C@H](C)O	-16%	6%	11%	u	i	19%	-3%	-20%	7%
Cc1cnc(CNc2nc3cc(-c4ccccc4C)sc3c(=O)n2C)cn1	-17%	8%	17%	-13	i	35µM*	9%	38%	-3%
COc1cccc(NC(=O)CN2CCSc3ccccc32)c1	-4%	4%	u	5	i	22µM*	12%	-15%	4%
CN1CCN(C(=O)C(C(=O)c2ccc(F)cc2)n2ccccc2=O)CC1 (stereo not given)	-22%	-4%	4%	-27	-99%*	4%	3%	-11%	-1%

Full records, quoted from the list:
Results for `Cc1ccc(CN2CCC(CNC(=O)c3ccc(NC(=O)C4=CSCCO4)cc3)CC2)cc1` : PTHR1 agonist: -18%; GLP-1R agonist: -8%; GLP-1R inv ag: u; D3 antag: 4; Akt phos inh: i; TDP43 rescue: 6%; aSyn yeast inh: 5%; FUS yeast rescue: u; Abeta rescue: x
Results for `COc1ccc(OC)c(-c2csc(-c3c(N)c(C(=O)c4ccc(Cl)cc4)n4ccccc34)n2)c1` : PTHR1 agonist: i; GLP-1R agonist: x; GLP-1R inv ag: 15%; D3 antag: x; Akt phos inh: x; TDP43 rescue: 15%; aSyn yeast inh: x; FUS yeast rescue: -19%; Abeta rescue: -2%

Some of the compounds tested; count on the stated rates, not on these rows.
